Assay outcomes from PubChem BioAssay.
HCV inh: HCV inhibition. hit rate 3.4% among 340,000. Huh7.5.1 HCVcc-Cre infection, luciferase reporter, 44 h. AID 651820. Potency, µM (series often up to 41.8 µM), for the others: at the top dose activity change, negative = inhibition, usual class: inhibitors
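Whole-lifecycle infectious HCVcc-Cre system; cells 1,000/well, compound then virus (~0.5 moi) added 4 h after plating, 44 h culture. Luciferase read 15 sec following 15 min substrate incubation, room temp.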
TbPYK inhibitor: inhibitors of Trypanosoma brucei pyruvate kinase. Q57TT1. TbPYK enzyme, Kinase-Glo Plus ATP luminescence, 45 min. Potency, µM (titrated, usually from 76.8 µM), without a hit: at the highest dose activity, negative = inhibition, actives largely listed as inhibitors. hit rate 0.12% among 410,000. AID 624173; also: nearly all actives have a fitted effect of over 50% in size
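Activity of T. brucei pyruvate kinase was followed by Kinase-Glo Plus luminescence after the enzyme reacted 45 min at room temperature with 130 uM ADP (final) and substrate. Test compounds were added before ADP at multiple concentrations.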
Starred values were filed as active, the others as inactive; ? = inconclusive; [ ] = another dose, or the depositor's remark. Calls follow the shape of the dose curve; as a rule, active = well fitted curve in the direction sought with a large enough effect; inconclusive = small, poorly fitted or top-dose-only effect, or another doubt; inactive = no such curve, though single readings can be large; an effect the other way counts as inactive or inconclusive. % is scaled to controls: 0 for no effect and ±100 for the full control effect; potency is read from the fitted curve at half-maximal effect. Not all compounds are listed; the hit share may differ from the screen's.

SMILES	HCV inh	TbPYK inhibitor
O=C(C[C@@H]1C/C=C\CC[C@H](Cc2ccc(F)cc2)C(=O)OC[C@@H]2CCCN2C1=O)NCCO	14%	0%
Cc1cc(Cl)ccc1OCC(=O)NNC(=O)c1cccs1	15%	-6%
O=C(OCC(=O)N1CCCCCC1)c1ccc(Br)c(S(=O)(=O)N2CCOCC2)c1	-1%	-1%
O=C(NCCNc1ccc([N+](=O)[O-])cc1)c1cc(F)c(F)cc1Cl	?	0%
Nc1c(-c2ccccc2)nnn1Cc1ccccc1	1%	2%
CC(=O)NC(CC(C)C)C(=O)NC(CO)C(=O)NC(CCC(=O)O)C(=O)NC(C)C(=O)NC(CC(C)C)C(N)=O (stereo unspecified)	37%[activator]	3%
COc1cc2c(c(OC)c1CC=C(C)C)C[C@H](c1ccc(O)cc1O)CO2	?	-3%
Cc1ccc(S(=O)(=O)N(C)c2ccc(OC(=O)c3cc(=O)[nH]c4ccccc34)cc2)cc1	9%	3%
C#Cc1ccc([C@@H]2C=C(C(=O)NCc3ccccc3)O[C@H](OCCCCO)C2)cc1	2%	0%
O=C(NNC(=O)c1ccncc1)Nc1ccc(N=Nc2ccccc2)cc1	6%	-1%
COc1cc(CC(=O)OCC(=O)c2ccc[nH]2)cc(OC)c1OC	5%	0%
CCOC(=O)c1nn(C)c(=S)n(C)c1=O	5%	5%
CC1=N/C(=C\c2ccccc2Cl)C(=O)O1	-3%	4%
O=C(/C=C/c1ccccc1)Nc1cccc(C(=O)NCCCCc2ccccc2)c1	2.5µM*	-5%
Cn1c(O)c(C=NCCCCCC(=O)O)c(=O)n(C)c1=O	9%	-7%
CCOC(=O)c1c(NC(=O)c2cccs2)sc(C(=O)N2CCOCC2)c1C	-19%	5%
COC(=O)[C@]1(Cc2ccccc2)N[C@H](CN(C)C(=O)COc2ccccc2)[C@@H]2C(=O)N(Cc3ccccc3)C(=O)[C@@H]21	?	2%
O=C(Nc1ccc2c(c1)OCO2)c1cccc(S(=O)(=O)N2CCOCC2)c1	-20%	2%
CCS(=O)(=O)N1CCC(C(=O)OCC(=O)c2ccc(Br)cc2)CC1	0%	4%
CC(C)CC(CO)N1CCN(C(=O)c2ccccc2)CCC1=O (stereo unspecified)	-6%	2%
CNC(=O)CSc1nc2cc(S(=O)(=O)Nc3ccc(OC)cc3)ccc2o1	-20%	-9%
CC(C)(CNC(=O)c1ccccc1F)CNC(=O)c1ccccc1F	16%	-1%
O=c1cc(-c2ccc(O)c(O)c2)oc2cc(O)c([C@@H]3O[C@H](CO)[C@@H](O)[C@H](O)[C@H]3O)c(O)c12	32%[activator][8.37 µM]	-13%
COc1ccc2c(c1)[C@H]1[C@H](CO2)[C@H](c2ccccc2)[C@]2(C)C(=O)Nc3cc(C)ccc3C(=O)N12	?	0%
CN(C(=O)c1cccc(NC(=O)Cc2ccc(NC(=O)C3CCN(C(=O)C4CCCC4)CC3)cc2)c1)C1CCC1	22%[8.37 µM]	-7%
Cn1cnnc1SCC(=O)NCCC1=CCCCC1	21%	-4%
C[C@H]1COC(=O)[C@H](Cc2ccc(F)cc2)C/C=C\C[C@H](CC(=O)NCCO)C(=O)N1	19%	0%
CSCCC(NC(=O)c1ccccc1Br)C(=O)NNC(=O)c1cc(C)oc1C (stereo unspecified)	-14%	-3%
C[C@H]1CN([C@@H](C)CO)C(=O)c2cccc(NS(=O)(=O)c3cn(C)cn3)c2O[C@H]1CN(C)S(C)(=O)=O	19%	-11%
CCN(CC)C(=O)[C@H]1CC(CC(=O)NC(C)(C)C)C(=O)N2CCc3c([nH]c4ccccc34)[C@]12C (stereo partly specified)	7%	7%
COC(=O)[C@H](Cc1ccccc1)NC(=O)Cn1cnc2c(NCc3ccccc3)ncnc21	?	-2%
O=C(CSc1nc2ccccc2c(=O)n1CC1CCCO1)N1CCN(c2ccccc2)CC1 (stereo unspecified)	0%	35%[activator]
COc1ccc(N2CCN(C(=O)CN3c4cccc5cccc(c45)S3(=O)=O)CC2)cc1	?	2%
Cc1ccc(C(=O)COC(=O)c2nc(Cl)ccc2Cl)cc1	2%	3%
COc1ccc(C(=O)NC(=S)N2CCN(c3ccccc3O)CC2)cc1	-20%	-15%
CC(C)[C@H](NS(=O)(=O)c1ccccc1)C(=O)OCC(=O)NC(=O)NC1CCCCC1	17%	-3%
CCCCn1c(CCl)nc2cc(S(=O)(=O)N3CCOCC3)ccc21	?	-5%
O=C1OCCN1C(=O)[C@H]1[C@H](c2ccccc2)C(c2cccc(Cl)c2)=NN1c1ccccc1	19%	2%
O=C(NCc1ccccc1)C1=C[C@@H](c2ccc3c(c2)OCO3)C[C@@H](OCc2ccc(CO)cc2)O1	-6%	-1%
CC12CCC(=O)C=C1C=CC1C2CCC2(C)C(O)CCC12 (stereo unspecified)	-18%	-2%
Cc1ccc(C)c(N2CCN(C(=O)CCc3nc(-c4ccc(F)cc4)no3)CC2)c1	36%[activator]	-4%
CC(Oc1cccc(Cl)c1)C(=O)NNC(=O)c1cccnc1 (stereo unspecified)	-4%	0%
CC(C)(C)OC(=O)NCc1ccc(NC(=O)c2nc[nH]c2C(=O)NCCCNC(=O)c2[nH]cnc2C(=O)Nc2ccc(CNC(=O)OC(C)(C)C)cc2)cc1	4%	0%
O=C(O)CNC(=O)C1(NC(=O)OCc2ccccc2)CCCC1	23%	11%
O=C1NC(=O)C2(CCCC2)N1	6%	-3%
CC(C)C[C@@H](CN)NC(=O)c1nc[nH]c1C(=O)N[C@@H](C)C(=O)CNC[C@H](C)NC(=O)c1nc[nH]c1C(=O)N[C@@H](CC(C)C)C(=O)O	-1%	1%
CCOC(=O)c1ccccc1N/C=C/C(=O)c1ccccc1	?	1%
CCC(=Cc1ccccc1O)c1ccncc1	-22%	-4%
O=C1C=C(c2ccc(F)nc2)CCC1	7%	0%
CC(NC(=O)COC(=O)c1ccc(S(=O)(=O)N2CCOCC2)cc1)c1ccccc1 (stereo unspecified)	9%	0%
COc1ccc(C=CC(=O)c2cc(O)ccc2O)cc1	?	-4%
O=[N+]([O-])c1ccc(C=NN2CCCCCC2)cc1	-3%	3%
Cc1ccc(S(=O)(=O)N2[C@@H](c3ccc(Cl)cc3)C(C(=O)O)=C[C@H]2C(C)(C)C)cc1	2%	5%
COc1ccccc1C(NC(C)=O)c1c(O)ccc2ccc(O)cc12 (stereo unspecified)	3%	-2%
COCCCNC(=O)C[C@H]1C[C@H](C(=O)N2CCCCC2)[C@@]2(CCc3ccccc3)c3[nH]c4cc(-c5ccco5)ccc4c3CCN2C1=O	-3%	-9%
COCCn1c(SCC(=O)Nc2ccc3c(c2)OCCO3)nnc1-c1ccncc1	35%[activator]	6%
COCCNC(=O)c1onc(CSc2ccccn2)c1C(=O)NCCOC	21%	3%
O=C(O)c1cc(N2CCCCC2)nc2ccccc12	5%	3%
O=C(COC(=O)CNC(=O)c1ccc(Cl)cc1)Nc1ccc(Cl)cn1	3%	0%
O=C(O)c1ccc2c(c1)[C@@H]1C=CC[C@@H]1[C@H](c1ccccn1)N2	17%	-15%

Remaining list, next part:
SMILES	HCV inh	TbPYK inhibitor
O=C(CNC(=O)c1ccccc1Br)Nc1cccc(S(=O)(=O)Nc2ccccc2Cl)c1	3%	5%
COc1cc(OC)cc(-c2sc3ccc(OC)cc3c2-c2ccc(O)cc2)c1	?	-7%
COc1ccccc1N1CCN(CCN2C(=O)CC3(CCCC3)CC2=O)CC1	-11%	-14%
C[C@]12CC[C@H](O)C[C@H]1CC[C@@H]1[C@@H]2CC[C@]2(C)C(=O)CC[C@@H]12	8%	-4%
COC1=CC(=O)OC(C)(c2ccccc2)C1 (stereo unspecified)	16%	-4%
CCOC(=O)C1(C(=O)OCC)CCN(S(=O)(=O)c2ccccc2)CC1	-5%	0%
CCOC(=O)CC[C@H](NC(=O)Cn1cc(C)c(=O)[nH]c1=O)C(=O)OCC	44%[activator]	-1%
CC(C)[C@H](NC(=O)c1ccc(Cl)cc1Cl)C(=O)OCc1nc2ccsc2c(=O)[nH]1	15%	8%
CCOC(=O)C1=CN(Cc2ccco2)S(=O)(=O)N(C)C1CC (stereo unspecified)	-1%[8.37 µM]	1%
O=C(c1ccc(O)c(Br)c1)c1cc(Br)ccc1O	4%	-10%
CCOc1ccccc1C(=O)NCC(=O)NNC(=O)c1cccs1	-21%	-3%
COC(=O)c1sc(NC(=O)COc2ccc(OC)cc2)nc1C	6%	-6%

Filtered by structure, the entries above with an aryl methoxy group.
SMILES	HCV inh	TbPYK inhibitor
COc1cc2c(c(OC)c1CC=C(C)C)C[C@H](c1ccc(O)cc1O)CO2	?	-3%
COc1cc(CC(=O)OCC(=O)c2ccc[nH]2)cc(OC)c1OC	5%	0%
CNC(=O)CSc1nc2cc(S(=O)(=O)Nc3ccc(OC)cc3)ccc2o1	-20%	-9%
COc1ccc2c(c1)[C@H]1[C@H](CO2)[C@H](c2ccccc2)[C@]2(C)C(=O)Nc3cc(C)ccc3C(=O)N12	?	0%
COc1ccc(N2CCN(C(=O)CN3c4cccc5cccc(c45)S3(=O)=O)CC2)cc1	?	2%
COc1ccc(C(=O)NC(=S)N2CCN(c3ccccc3O)CC2)cc1	-20%	-15%
COc1ccc(C=CC(=O)c2cc(O)ccc2O)cc1	?	-4%
COc1ccccc1C(NC(C)=O)c1c(O)ccc2ccc(O)cc12 (stereo unspecified)	3%	-2%
COc1cc(OC)cc(-c2sc3ccc(OC)cc3c2-c2ccc(O)cc2)c1	?	-7%
COc1ccccc1N1CCN(CCN2C(=O)CC3(CCCC3)CC2=O)CC1	-11%	-14%
COC(=O)c1sc(NC(=O)COc2ccc(OC)cc2)nc1C	6%	-6%

Other records:
SMILES	HCV inh	TbPYK inhibitor
COc1ccc(-c2ccc3c(c2)C2CC3CCN2CCC#N)cc1 (stereo unspecified)	-3%[8.37 µM]	1%
COc1ccccc1NC(=O)COC(=O)CCC1CCCC1	16%	1%
COc1ccc(NC(=O)Nc2c(O)ccc3ccccc23)cc1	?	1%
CCCC[C@@H]1C=C(C(=O)O)[C@H](c2ccc(Cl)cc2)N1S(=O)(=O)c1ccc(C)cc1	7%	-6%
O=C(O)C1(Nc2ccc([N+](=O)[O-])cc2[N+](=O)[O-])CCCC1	23%	0%
c1ccc(-c2cc3cc4c(cc3cn2)OCO4)cc1	?	-10%
CCOc1ccc2[nH]c(=O)c(CN(CCCN3CCOCC3)C(=O)Nc3ccc(F)cc3)cc2c1	-1%	1%
CCN(c1ccccc1)c1nc(Cl)nc2c1cnn2C	?	4%
COc1ccc(Br)cc1CNC(=O)C1CCC(=O)N1C(C)C (stereo unspecified)	-4%	0%
C=CCN(c1ccccc1OC)S(=O)(=O)c1cccc(C(=O)OCC(=O)N2CC(C)OC(C)C2)c1 (stereo unspecified)	4%	1%
CC(C)NC(=O)N(C)C[C@H]1Oc2ccc(NS(=O)(=O)c3cn(C)cn3)cc2C(=O)N([C@H](C)CO)C[C@@H]1C	9%	-16%
COc1ccc(C2/C=C\CN3CCC[C@H]3C(=O)N2Cc2ccc(F)cc2)cc1 (stereo partly specified)	?	-1%
O=C1C=C(O)c2c(O)cc(O)c(O)c2C1=O	?	-44%
CCN(C(=O)Cn1c(Cl)nc2c1c(=O)n(C)c(=O)n2C)C1CCCCC1	15%	-1%
COC(=O)CCC(=O)N(CCN(Cc1ccccc1)C(=O)CCC(=O)OC)Cc1ccccc1	9%	6%
O=[N+]([O-])c1ccc(N2CCOCC2)c([N+](=O)[O-])c1	-9%	6%
O=C(C(c1ccccc1)C(O)(c1ccccc1)c1ccccc1)N1CCOCC1 (stereo unspecified)	-2%	1%
CCOc1cc2c(C#N)c(N3CCCC3)nc(N)c2c(N)n1	-1%	-5%
C[C@@H]1CN([C@H](C)CO)C(=O)c2cc(NS(=O)(=O)c3cn(C)cn3)ccc2O[C@H]1CN(C)C(=O)Nc1ccccc1	-6%	-3%
O=S(=O)(c1ccc(Cl)s1)N1CCNCC1	12%	-1%
COc1cc(CC(=O)Nc2cccc(S(=O)(=O)N(C)c3ccccc3)c2)cc(OC)c1OC	10µM*	-10%
C=CCC[C@@H](Cc1ccc(F)cc1)C(=O)OCCNC(=O)[C@@H](CC=C)CC(=O)N[C@H](CO)Cc1ccccc1	-19%	-2%
Cc1ccc(CCNc2ncnc(Cl)c2N)cc1	1µM*	6%
Cc1ccc(Sc2ccc(N)cc2C#N)cc1	26%	-13%
O=C(O)CSc1nc2ccc(Br)cc2[nH]1	8%	0%
O=C1NC(=O)C2(CCCCC2C2CCCCC2)N1 (stereo unspecified)	15%	0%
CC(=O)Oc1ccc(C#C/C=C2\c3ccccc3C(=O)N2c2ccccc2)cc1	-5%	3%
COc1ccccc1CN(C)C(=O)COC(=O)c1ccc(Cl)nc1	18%	-6%
CSc1ncc(Sc2ccccc2)c(C(=O)O)n1	1%	-14%
O=C(CC(O)(c1ccccc1)c1ccccc1)Nc1ccccn1	-2%	-11%

Rewritten with two lines to a compound: 3 of the compounds above.
Values run as follows: HCV inh, TbPYK inhibitor
O=C(O)CSc1nc2ccc(Br)cc2[nH]1
    8%, 0%
COc1ccccc1CN(C)C(=O)COC(=O)c1ccc(Cl)nc1
    18%, -6%
CSc1ncc(Sc2ccccc2)c(C(=O)O)n1
    1%, -14%

Another view of some results above.
Compound | HCV inh | TbPYK inhibitor
CSc1ncc(Sc2ccccc2)c(C(=O)O)n1 | 1% | -14%
COc1ccccc1CN(C)C(=O)COC(=O)c1ccc(Cl)nc1 | 18% | -6%
